# TTR transcr act = TTR transcription activators in neuroblastoma reporter cells, primary screen, cell-based, luminescence, SH-SY5Y, TTR promoter Gaussia luciferase | 100% = recombinant luciferase protein wells | AID 1117267, 2014 | activation, % at 16.7 µM | 92,000 compounds, 1.3% hits;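 active means activation above the mean of all tested compounds plus 3 SD, cut at about 9.5% in these data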;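 further: cells exposed to compounds for one day before reading; 0% = median of all test compound wells on the plate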
# Active calls of the source: *. A portion of the library, so the mix of outcomes need not match the whole.
No.	Molecule	TTR transcr act
1	COc1cc(NC(=O)CCc2nnc3ccc(N4CCOCC4)nn23)cc(OC)c1OC	-1.6
2	CC(=O)Nc1ccc(NC(=O)C(C)OC(=O)[C@@H]2CCCN2C(=O)c2cccs2)cc1 (stereo partly drawn)	-0.8
3	COC(=O)[C@]1(Cc2ccccc2)N[C@H](CN(C)C(=O)c2ccccc2)[C@@H]2C(=O)N(Cc3ccccc3)C(=O)[C@@H]21	-0.5
4	CCOC(=O)CNC(=O)c1sc(NC(=O)/C=C/c2ccccc2)nc1C	0.1
5	CCOC(=O)C1(CCCc2ccccc2)CCN(C(=O)CCc2cnccn2)CC1	-2.9
6	COc1cccc(C(=O)NCC[N+](C)(C)C)c1	0.8
7	Cc1cc(NCCCn2ccnc2)n2nc(C)c(-c3ccc(Cl)cc3)c2n1	-2.8
8	COc1ccc(Nc2nc(-c3ccc4c(c3)NC(=O)CO4)cs2)cc1	-3.0
9	O=C(CN1CCc2ccccc21)Nc1ccc2c(c1)OCCCO2	0.7
10	Cc1cccc(-c2ccc(C=Nc3c(C)n(C)n(-c4ccccc4)c3=O)o2)c1	-3.6
11	COC(=O)CCC(=O)OC1(C)C(=O)C2=CN(Cc3ccc(OC)cc3)C(c3ccc(OC)cc3)=CC2=C(Br)C1=O (stereo not drawn)	3.1
12	Cc1ccc(C2NC(=O)NC(O)(C(F)(F)F)C2C(=O)c2ccccc2)o1 (stereo not drawn)	-1.3
13	O=C(O)CC1C(=O)NCCN1C/C=C/c1ccccc1 (stereo not drawn)	-0.9
14	CC(=O)c1ccc(N2C(=O)C3C(C2=O)C(C(=O)c2ccc(Cl)cc2)N2CCCC32)cc1 (stereo not drawn)	-0.6
15	CC(C)(C)c1ccc(S(=O)(=O)n2c(CN3CCOCC3)nc3ccccc32)cc1	0.6
16	N#Cc1c(-c2cccnc2)c2c([nH]c1=O)-c1ccccc1OC2	-1.3
17	COc1ccc(S(=O)(=O)N2CCCCC2)cc1NC(=O)Cc1cccc(C(F)(F)F)c1	-0.8
18	CN(C)C(=O)C12CCC(C)(C(=O)C1Br)C2(C)C (stereo not drawn)	-2.1
19	Oc1cccc(NC(=S)N=Nc2c(O)[nH]c3ccc(Br)cc23)c1	-1.7
20	COc1cc(/C=C/C(=O)OCC(=O)NC(=O)NC(C)C)ccc1OCC#N	-2.1
21	O=C(CN1CCCCCC1)N/N=C/c1ccc2ccccc2c1	0.1
22	CN/C=C1\C(=O)C(C)(C)Oc2ccc3ccc(=O)oc3c21	-1.5
23	C/C(=N\NC(=O)Nc1ccccc1)c1ccc2ccccc2c1	-1.1
24	N#Cc1ccc(-c2nnnn2-c2ccc3c(c2)OCO3)cc1	4.1
25	COc1ccc(/C=C2\Sc3ccc(C(=O)NC4CC4)cc3N(C)C2=O)cc1OC	-1.7
26	CCCn1ncc(/C=N/O)c1C	-0.1
27	Cc1cc(/C=N/NC(=O)c2ccncc2)c(C)n1-c1cccc(C(F)(F)F)c1	-0.1
28	COCCNS(=O)(=O)c1ccc2c(c1)C(=NO)c1cc(S(=O)(=O)NCCOC)ccc1-2	-0.5
29	c1nc(CCO[C@H]2CCCCO2)cc2cc3c(cc12)OCO3	4.6
30	COC(=O)C1CCCN1S(=O)(=O)c1ccc2ccccc2c1 (stereo not drawn)	2.2
31	Cc1cnccc1CN(C)C(=O)CC1C(=O)NCCN1CC1CCCCC1 (stereo not drawn)	3.7
32	Cn1ccc2c(N3CCOCC3)cc3c(c21)C1CCC3O1 (stereo not drawn)	1.7
33	Cc1cc(=O)[nH]c(SCC(=O)/C=C2\N(C)c3ccccc3C2(C)C)n1	-2.4
34	O=C(C1CCN(c2nc(-c3ccccc3)nc3c2CCC3)CC1)N1CCC(O)CC1	-2.8
35	O=C(Nc1nnc([C@@H]2C[C@H](O)[C@@H](CO)O2)s1)Nc1cccc2ccccc12	2.5
36	CCOC(=O)c1cc(NC(=O)c2cccnc2)ccn1	3.0
37	CCCn1c(C)cc(C(=O)COC(=O)c2c(C)nn(-c3ccccc3)c2C)c1C	-5.8
38	O=C(CN1C(=O)NC2(CCCC2)C1=O)Nc1cc(Cl)ccc1Oc1ccccc1	1.0
39	Cc1nc2c(=O)n(-c3cccc(C(F)(F)F)c3)nc(C)c2s1	0.1
40	COc1ccc(OCc2nnc3n2N=C(c2ccccc2)C(CC(=O)O)S3)cc1 (stereo not drawn)	-0.5
41	O=C(COc1ccccc1Cl)Nc1nc(-c2ccncc2)cs1	-2.1
42	O=C(CN1CCCc2ccccc21)N/N=C/c1ccc(O)cc1O	-0.9
43	O=C(C[C@H]1C/C=C\CC[C@@H](Cc2ccc(F)cc2)C(=O)O[C@@H](c2ccccc2)CNC1=O)N[C@H](CO)Cc1ccccc1	1.0
44	Cc1nnc(NC(=O)CCSc2ccc(Cl)cc2)s1	-0.7
45	CC(C)N(C(=O)CSc1nnc(NC(=O)c2cccs2)s1)C(C)C	-0.7
46	C=CCSC1=C(C#N)C(c2ccc(OCC)cc2)CC(=O)N1 (stereo not drawn)	-0.7
47	Cc1cc([N+](=O)[O-])nn1CCCC(=O)N1CCN(c2ccccc2)CC1	-0.1
48	O=c1[nH]c(=S)[nH]c2c1C(c1ccc(F)cc1)OC(CCc1ccccc1)C2 (stereo not drawn)	-0.8

# Rewritten with the structure last: part of the list above
No. | TTR transcr act | Molecule
44 | -0.7 | Cc1nnc(NC(=O)CCSc2ccc(Cl)cc2)s1
45 | -0.7 | CC(C)N(C(=O)CSc1nnc(NC(=O)c2cccs2)s1)C(C)C
46 | -0.7 | C=CCSC1=C(C#N)C(c2ccc(OCC)cc2)CC(=O)N1 (stereo not drawn)
47 | -0.1 | Cc1cc([N+](=O)[O-])nn1CCCC(=O)N1CCN(c2ccccc2)CC1

# Further records:
No.	Molecule	TTR transcr act
49	Cc1ccc(NC(=O)c2ccc3nsnc3c2)c(C)c1	-1.2
50	COCCCNC(=O)c1cccc(C(=O)NCCCOC)c1	-0.9
51	CCC(NC(=O)c1cc(COc2ccc(OC)cc2Cl)on1)c1ccncc1 (stereo not drawn)	-2.8
52	Cc1cccc(N2N=C(C(=O)OCC(=O)c3ccccc3)CCC2=O)c1	2.6
53	Cc1c(C(=O)N2c3ccccc3CC2C)oc2ccccc12 (stereo not drawn)	5.5
54	COc1ccc(OC)c(N(CC(=O)N2CCCC2)S(C)(=O)=O)c1	0.9
55	CCCNC(=O)C(Sc1ccccc1)c1ccccc1 (stereo not drawn)	-0.2
56	C/C(Cc1ccccc1)=N\NC(=O)CNC(=O)COc1cccc(C)c1	-2.4
57	COc1ccc(-c2cn3cccnc3n2)cc1NC(=O)C1CCCC1	-1.6
58	COc1cccc(Nc2nnc(SCc3cc([N+](=O)[O-])cc4c3OCOC4)s2)c1	-4.3
59	CCOC(=O)c1ccsc1NC(=O)CCS(=O)(=O)c1ccccc1	0.2
60	CN1CCN(NC(=O)Nc2ccc(Br)cc2Cl)CC1	0.6
61	Cc1ccn(CCSCC(=O)O)n1	-2.2
62	CCC1(c2ccccc2)C(=O)N=C(N)N(C#N)C1=O (stereo not drawn)	0.3
63	Cc1cc(NS(=O)(=O)c2ccc(NC(=O)Cc3ccc([N+](=O)[O-])cc3)cc2)nc(C)n1	1.2
64	O=S(=O)(c1ccc(-c2n[nH]c(=S)o2)cc1)N1CCCCC1	0.3

# Compounds listed so far that have a Cl atom:
No.	Molecule	TTR transcr act
7	Cc1cc(NCCCn2ccnc2)n2nc(C)c(-c3ccc(Cl)cc3)c2n1	-2.8
14	CC(=O)c1ccc(N2C(=O)C3C(C2=O)C(C(=O)c2ccc(Cl)cc2)N2CCCC32)cc1 (stereo not drawn)	-0.6
38	O=C(CN1C(=O)NC2(CCCC2)C1=O)Nc1cc(Cl)ccc1Oc1ccccc1	1.0
41	O=C(COc1ccccc1Cl)Nc1nc(-c2ccncc2)cs1	-2.1
44	Cc1nnc(NC(=O)CCSc2ccc(Cl)cc2)s1	-0.7
51	CCC(NC(=O)c1cc(COc2ccc(OC)cc2Cl)on1)c1ccncc1 (stereo not drawn)	-2.8
60	CN1CCN(NC(=O)Nc2ccc(Br)cc2Cl)CC1	0.6

# The results go on:
No.	Molecule	TTR transcr act
65	COc1ccc(C(=O)Nc2c(N)nc(SCC(=O)NCC3CCCO3)[nH]c2=O)cc1OC (stereo not drawn)	-1.2
66	O=C(Nc1ccncc1)Nc1ccc(Cl)cc1	-1.1
67	O=C(CSc1nnc(NC(=O)c2ccc(F)cc2F)s1)NC1CCCC1	-1.4
68	COCCn1c(SCC#N)nnc1-c1ccccc1	2.4
69	CCOC(=O)Cc1csc(NC(=O)c2cc(C)c(C)s2)n1	4.2
70	Cc1cc(C)cc(NC(=O)COC(=O)Cc2ccccc2F)c1	-0.4
71	O=C(O)c1ccc(NS(=O)(=O)c2ccc(Cl)c(Cl)c2)cc1O	0.6
72	NS(=O)(=O)c1ccc(-c2c(-c3ccccc3)sc3ccccc23)cc1	2.4
73	CN1CCC(=NNC(=O)CSc2ccc(Cl)cc2)CC1	0.6
74	Cc1[nH][nH]c(=O)c1C(c1ccc(Br)cc1)c1c(C)[nH][nH]c1=O	5.0
75	Cc1nn(-c2ccccc2)c2c1P(=O)(O)/C(=C1\N(C)c3ccccc3C1(C)C)C=N2	2.4
76	COc1ccc(CNC(=O)CN(CCC(C)C)S(=O)(=O)c2ccc3c(c2)OCCO3)cc1	-0.6
77	Cc1ccc2c(c1)nnn2C1CCN(CC(=O)NCc2ccccc2F)CC1	0.7
78	CC(NC(=O)COC(=O)CCc1ccccc1)c1ccccc1 (stereo not drawn)	-0.5
79	COC(=O)C[C@@H]1CC[C@H]2[C@@H](COc3ccc(NC(=O)Nc4cccc(F)c4)cc3C(=O)N2C)O1	-1.5
80	O=C(C[C@@H]1CC[C@@H]2[C@H](COC[C@H](O)CN2Cc2cccc(C(F)(F)F)c2)O1)NCc1ccc(Cl)cc1	-0.1
81	COc1cc(OC)cc(C(=O)OCC(=O)NC(C)CCc2ccccc2)c1 (stereo not drawn)	-0.9
82	COc1ccc2oc(=O)c(C(=O)NCc3ccc(C)cc3)cc2c1	2.9
83	COc1ccc(C2CC(c3ccccc3)=NN2C(=O)COC(=O)CNC(=O)c2ccccc2)cc1 (stereo not drawn)	3.2
84	O=C(Nc1nccs1)c1ccc(NC(=O)C2CC=CCC2C(=O)O)cc1 (stereo not drawn)	1.4
85	COc1ccccc1NS(=O)(=O)c1ccc(NC(=O)Cc2cccs2)cc1	-0.4
86	CC(CCN1CCOCC1)c1ccccc1 (stereo not drawn)	1.2
87	S=C(Nc1ccccn1)NC1CCCCC1	0.6
88	O=C(CSc1nnc(CNC(=O)c2c(F)cccc2F)o1)NCC1CCCO1 (stereo not drawn)	-2.1
89	COc1cccc(S(=O)(=O)N(C)C[C@H]2OCc3cnnn3CCCC(=O)N([C@H](C)CO)C[C@@H]2C)c1	1.9
90	N#Cc1ccc(C(=O)Oc2coc(CSc3ncccn3)cc2=O)cc1	1.6
91	N#Cc1cccc(NC(=O)O[C@@H]2CC[C@@]34CCCN3C(=O)CCC[C@H]4C2)c1	1.7
92	CCOC(=O)C(Cc1c[nH]c2cc([N+](=O)[O-])ccc12)(NC(C)=O)C(=O)OCC	0.0
93	COc1cccc(NC(=O)c2ccc(S(=O)(=O)N(C)C)cc2)c1	0.2
94	Cc1ccc(C(C(=O)NC2CCCCC2)N(C(=O)c2csnn2)C2CC2)cc1 (stereo not drawn)	0.1
95	COc1cc2ncnc(NCc3ccc(C)cc3)c2cc1OC	1.6
96	CCCn1c(/C=C/c2ccco2)nc2ccccc21	1.0
97	CC(=O)Nc1ccc(S(=O)(=O)N2CCC(NC(=O)C(Cc3ccc(C)cc3)NC(C)=O)CC2)cc1 (stereo not drawn)	0.9
98	CCOC(=O)c1c(/N=C/N(C)C)sc(C(=O)OC)c1C	1.2
99	CCc1cc2c(cc3c(=O)n(CC(=O)NCCCN(CC)CC)nc(CC)n32)s1	4.8
100	N#C/C(=C\c1ccc(-c2ccccc2[N+](=O)[O-])o1)C(N)=O	4.6
101	O=c1c2cnn(-c3ccccc3)c2ncn1Cc1cccc(Cl)c1	-0.3
102	CNC(=O)C(=O)NCC1OCCN1S(=O)(=O)c1ccc2c(c1)OCCO2 (stereo not drawn)	8.4
103	CCC1=C(OC(=O)N(CC)CC)N2C(=O)OC(=NCCOC)[C@]2(Cc2ccccc2)[C@H]2C1=CC[C@H]1C(=O)NC(=O)[C@H]12	0.4
104	CN(Cc1ccc(Cl)cc1)C(=O)COC(=O)c1ccc(-c2ccc(O)cc2)cc1	0.0
105	COc1ccccc1N1CC(C(=O)NC2CCCCCC2)CC1=O (stereo not drawn)	-0.5
106	COCc1cc(=O)n2[nH]c(SC)nc2n1	-0.3
107	CC(=O)Nc1cc2c(c(Cl)c1Cl)-c1ccccc1C2=O	3.5
108	COc1ccc(N2CCN(C(=O)CCS(=O)(=O)c3ccc(OC)cc3)CC2)cc1	-0.5
109	CCn1c(O)c(N=NC(=O)CNc2cccc(C)c2)c2ccccc21	0.5
110	COc1cc(C(=O)Nc2nc3ccccc3[nH]2)ccc1OC(F)F	-4.3
111	COc1ccc(NC(=O)COC(=O)C2CC2)c(OC)c1	-0.3
112	Cc1nnc(SCC(=O)N2CCN(C(=O)c3ccco3)CC2)n1-c1ccccc1	2.2
113	O=C(CN1C(=O)NC(Cc2ccccc2)C1=O)Nc1ccc(F)c(Cl)c1 (stereo not drawn)	1.5
114	C/C=C/C(=O)N[C@@H]1c2ccccc2CC[C@@H]1OCc1ccccc1	9.2
115	Fc1ccc(CNc2ccc(CNc3ncn[nH]3)cc2)cc1	2.5
116	CC(c1ccccc1)N1CC[C@H]2C=CC[C@@H](C(=O)Nc3ccc(F)c(F)c3)[C@H]2C1=O (stereo partly drawn)	-0.9
117	CCNc1oc(-c2ccc(OC)cc2)nc1S(=O)(=O)c1ccc(Br)cc1	-0.1
118	CC(O)(C#CCN1CCCCCC1)c1ccccc1 (stereo not drawn)	-1.3
119	CNC(=O)N1c2ccccc2NC(=O)CC1C (stereo not drawn)	0.6
120	CS(=O)(=O)c1ccc(C(=O)NC2CCCCC2)cc1	0.2
121	N#C/C(=C\c1cn(-c2ccccc2)nc1-c1cccnc1)c1nnc2n1CCCCC2	-0.1
122	CCN(CC(=O)Nc1c(F)cccc1F)C(=O)C1CC(=O)N(c2ccccc2OC)C1 (stereo not drawn)	3.8
